SIRT5 inh: blocks human SIRT5 desuccinylation of peptide. inhibition, % at 15 µM. hit rate 1.1% among 330,000. Purified SirT5, succinyl-peptide AMC, trypsin-coupled fluorescence; in the data active = inhibition above about 15%; inconclusive = no clear call, values can overlap the other calls
Target sequence (Q9NXA8 whole entry, looked up): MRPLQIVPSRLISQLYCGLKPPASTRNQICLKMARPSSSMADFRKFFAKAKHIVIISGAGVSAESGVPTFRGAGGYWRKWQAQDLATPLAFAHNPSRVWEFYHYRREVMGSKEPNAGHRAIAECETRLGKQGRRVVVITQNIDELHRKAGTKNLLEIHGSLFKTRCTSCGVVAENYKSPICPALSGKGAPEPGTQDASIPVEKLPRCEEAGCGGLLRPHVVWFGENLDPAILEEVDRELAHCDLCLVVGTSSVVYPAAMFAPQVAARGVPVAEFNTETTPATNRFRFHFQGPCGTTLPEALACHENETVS
ARNT-TACC3 inh: ARNT/TACC3 interaction disruption; AlphaScreen His-ARNT PAS-B/GST-TACC3 binding, luminescence; TACC3 fragment carries E629A point mutation; hit rate 0.66% among 390,000; Q9Y6A5; AID 623870; inhibition, % at 9.99 µM;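 active = mean inhibition of replicates at least 50% and at least half of replicates each reaching 50%; inconclusive = half or more replicates reach 50% but mean below 50%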;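 note: 0% = complete ARNT plus TACC3 wells and 100% = ARNT alone without TACC3; many hits fall short of the cut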
Cneo AK release: Cryptococcus neoformans lysis via adenylate kinase release; AID 651654; hit rate 0.2% among 360,000; C. neoformans lysis, adenylate kinase release luminescence, 4 h; normalised: neutral wells 0, clomiphene wells 100; lysis activity, % at 15 µM;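 active = mean lysis activity across replicates of at least 80%, whatever share of replicates individually reach that level; inactive = mean lysis activity below 80%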
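Test system: log-phase Cryptococcus neoformans yeast cells; Quantity: yeast cell density of 5 × 10^6 cells/mL; Buffer or medium: YPD; Doses: single compound concentration per well; Timing: 4 h at 37 °C static, read 1 h later; Measured by: AK luminescence; Read-out basis: lysis from increased AK signal; Control set: Clomiphene as positive control.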
esBAF inh: SWI/SNF esBAF complex inhibition; reporter increase, % at 12.5 µM; AID 602393; mouse ES cells, Bmi1-luciferase knock-in reporter, 24 h; 100% = twice the neutral-well signal; hit rate 2% among 350,000; in the data active = activation above about 40%; inconclusive = no clear call, values can overlap the other calls;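 note: 0% = median of the plate's neutral control wells and 100% = double that signal; a rise in the Bmi1 reporter signal indicates esBAF inhibition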
Statin myotox sup: suppression of simvastatin myotoxicity; C2C12 myotubes + simvastatin, ATP luminescence, 48 h; scaled: DMSO 0, geranylgeraniol control 100; rescue of ATP level, % at 7.49 µM; hit rate 0.78% among 330,000; AID 602340;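 active = mean ATP rescue above about 67%, or every replicate alone reaching that limit, limit read from the data, passing the limit was not always enough; inconclusive = no clear call, values can overlap the other calls; inactive = mean under the limit and some replicate under it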;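 note: myotubes were challenged with 10 µM simvastatin during compound exposure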
ERp5 inh: blocks human ERp5 reductase activity on insulin. AID 651711. hit rate 0.05% among 350,000. inhibition, % at 9.99 µM. Q15084. ERp5 insulin aggregation, absorbance 650 nm, 90 min;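 active = mean replicate inhibition above about 25%, with every replicate also reaching it, limit read from the data, passing the limit was not always enough; inconclusive = only one of those two criteria met; inactive = neither criterion met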
Target sequence (Q15084 whole entry, looked up): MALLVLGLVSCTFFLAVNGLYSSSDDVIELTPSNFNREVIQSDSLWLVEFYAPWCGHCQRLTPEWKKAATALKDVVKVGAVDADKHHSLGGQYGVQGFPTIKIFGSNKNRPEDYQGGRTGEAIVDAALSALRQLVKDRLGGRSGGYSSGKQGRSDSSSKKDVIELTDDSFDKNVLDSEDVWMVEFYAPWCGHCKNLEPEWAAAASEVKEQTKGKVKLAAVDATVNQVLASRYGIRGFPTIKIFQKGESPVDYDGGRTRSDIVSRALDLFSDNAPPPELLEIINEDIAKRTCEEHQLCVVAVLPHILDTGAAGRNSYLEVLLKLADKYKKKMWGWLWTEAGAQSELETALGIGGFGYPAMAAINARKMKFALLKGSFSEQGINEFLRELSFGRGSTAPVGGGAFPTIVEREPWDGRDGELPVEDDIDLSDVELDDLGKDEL
miR122 inh: miR-122 inhibition in Huh7 cells; Huh7 miR-122 Renilla luciferase sensor, 48 h; neutral wells = 0, positive control = 100; activation (reporter increase), % at 12.5 µM; hit rate 0.3% among 340,000; AID 602342;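 active = mean replicate activation score at least 90 and every replicate individually at or above 90; inconclusive = only one of the two criteria met; inactive = neither criterion met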;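 note: higher luciferase means less miR-122 activity so hits act as miR-122 inhibitors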
An asterisk follows results filed as active; ? = inconclusive; . = not tested or not shown; & = joins results of further samples; [ ] = another dose, or the depositor's remark.

compound	SIRT5 inh	ARNT-TACC3 inh	Cneo AK release	esBAF inh	Statin myotox sup	ERp5 inh	miR122 inh
C[C@H](CO)N1C[C@H](C)[C@H](CN(C)Cc2cccnc2)OCc2ccccc2-c2ccccc2C1=O	5	-19	-1	2	-6	3	.
CCC(Cc1ccccc1)OC(=O)c1ccccc1C(=O)O (stereo not drawn)	-3	-3	0	-2	2	6	-4
COCCNC(=O)Cn1ccc2cc(S(=O)(=O)N3CCCCCC3)ccc21	0	1	0	-4	0	-7	-7
CC1(C)NC(=O)N(CC(=O)OCC(=O)Nc2cc(S(=O)(=O)N3CCCCCC3)ccc2Cl)C1=O	.	-6	-5	.	.	.	3
O=C(CCCO)CCCCCCCCC[C@H]1N[C@H](CO)[C@@H](O)[C@@H]1O	.	-2	4	1	-6	3	3
Cc1ccc(NC(=O)CSCC(=O)N2c3ccccc3CCc3ccccc32)cc1	.	22	1	9	23	.	6
Cc1cccc(-c2cc3nc(-c4ccccc4)cc(=O)n3[nH]2)c1	-1	-4	2	17	-24	3	.
CCN(Cc1ccccc1)C(=O)COC(=O)Cn1cnc2ccccc21	-1	0	6	4	-19	-2	-5
Cc1c(C)c2cc(Cl)c(OC(C)C(=O)NCCN3CCOCC3)cc2oc1=O (stereo not drawn)	-2	2	8	-1	3	-8	-1
CS(=O)(=O)N1CCN(C(=O)c2ccncc2)CC1	.	-14	-1	-7	0	.	0
Cc1nnc(NC(=O)CSc2nnc(C)n2Cc2ccccc2)s1	.	-5	0	-6	4	.	8
Cc1ccc(-n2ncc3c2CC(C)(C)CC3NC(=O)CCCN2CCCC2=O)cc1 (stereo not drawn)	-5	-3	0	-2	10	-8	0

Next section (6 carried over from the part before).
compound	SIRT5 inh	ARNT-TACC3 inh	Cneo AK release	esBAF inh	Statin myotox sup	ERp5 inh	miR122 inh
Cc1cccc(-c2cc3nc(-c4ccccc4)cc(=O)n3[nH]2)c1	-1	-4	2	17	-24	3	.
CCN(Cc1ccccc1)C(=O)COC(=O)Cn1cnc2ccccc21	-1	0	6	4	-19	-2	-5
Cc1c(C)c2cc(Cl)c(OC(C)C(=O)NCCN3CCOCC3)cc2oc1=O (stereo not drawn)	-2	2	8	-1	3	-8	-1
CS(=O)(=O)N1CCN(C(=O)c2ccncc2)CC1	.	-14	-1	-7	0	.	0
Cc1nnc(NC(=O)CSc2nnc(C)n2Cc2ccccc2)s1	.	-5	0	-6	4	.	8
Cc1ccc(-n2ncc3c2CC(C)(C)CC3NC(=O)CCCN2CCCC2=O)cc1 (stereo not drawn)	-5	-3	0	-2	10	-8	0
C[C@H]1CN([C@@H](C)CO)S(=O)(=O)c2ccc(-c3cccnc3)cc2O[C@@H]1CN(C)C(=O)C1CCC1	12	-4	0	2	-2	1	-4[16.7 µM]
COc1cccc(-c2ccc3c(c2)O[C@@H](CN(C)C(C)=O)[C@@H](C)CN([C@H](C)CO)S3(=O)=O)c1	-3	-9	3	-9	-12	0	3[16.7 µM]
COc1ccc(Cl)cc1C(=O)NCCc1ccc(S(=O)(=O)NC(=O)NC2CCCCC2)cc1	-1	1	0	12	2	7	2
COc1ccc(OCCn2c(C)c(/C=N/n3cnnc3)c3ccccc32)cc1	.	-2	0	6	54	.	-7
CCOC(=O)c1ccc(N2C(=O)CC(N3CCC(C(N)=O)(N4CCCCC4)CC3)C2=O)cc1 (stereo not drawn)	-2	-6	-2	-1	0	4	-1
CCOc1ccccc1/C=C/c1onc(C)c1S(=O)(=O)N1CCC(C(=O)N2CCCCCC2)CC1	-2	2	-4	-4	26	-9	22
CCC(=O)c1ccc(OCC(=O)OCC(=O)NC2CCCCCCC2)cc1	0	-4	7	0	-4	0	4
O=C(COC(=O)c1ccco1)NCC1CCCCC1	1	-6	3	3	-1	2	.
COC(=O)CCC(=O)OC1(C)C(=O)C=C2C=C(C3CC3)N(CC3CC3)C=C2C1=O (stereo not drawn)	.	12	-1	-3	-1	-4	-7
CNC[C@H]1OCc2cnnn2CCCC(=O)N([C@H](C)CO)C[C@@H]1C	-1&-5	-2	-2&0	5&-2&1	2&-13&-4	-2&2	-2[16.7 µM]
O=C(O)c1cccc(S(=O)(=O)Nc2ccccc2C(=O)NCCc2ccccc2)c1	0	.	-1	8	-42	2	7
CCOC(=O)C1(Cc2cccc(OC)c2)CCN(Cc2ccc(OC)c(O)c2)CC1	.	2	-3	2	-4	4	3

Reformatted as labelled records: part of the list above.
> C[C@H]1CN([C@@H](C)CO)S(=O)(=O)c2ccc(-c3cccnc3)cc2O[C@@H]1CN(C)C(=O)C1CCC1
  SIRT5 inh: 12; ARNT-TACC3 inh: -4; Cneo AK release: 0; esBAF inh: 2; Statin myotox sup: -2; ERp5 inh: 1; miR122 inh: -4[16.7 µM]

> COc1cccc(-c2ccc3c(c2)O[C@@H](CN(C)C(C)=O)[C@@H](C)CN([C@H](C)CO)S3(=O)=O)c1
  SIRT5 inh: -3; ARNT-TACC3 inh: -9; Cneo AK release: 3; esBAF inh: -9; Statin myotox sup: -12; ERp5 inh: 0; miR122 inh: 3[16.7 µM]

Next section:
compound	SIRT5 inh	ARNT-TACC3 inh	Cneo AK release	esBAF inh	Statin myotox sup	ERp5 inh	miR122 inh
COc1ccccc1C(=O)NCC(=O)OCC(=O)c1ccc(Cl)s1	-3	0	3	-2	9	-4	-1
Cc1cccc(Cn2cnc3c(nnn3Cc3ccc(Cl)cc3)c2=O)c1	.	4	5	.	.	.	-3
C=CC[C@H](CC(=O)OC(C)(C)C)C(=O)OC[C@H]1CCCN1C(=O)[C@@H](CC=C)CC(=O)N(CCO)Cc1ccccc1	.	0	2	-6	-15	-2	-7
CC(C)NC(=O)N(C)C[C@@H]1Oc2ccc(NC(=O)Nc3ccc(F)cc3)cc2C(=O)N([C@@H](C)CO)C[C@H]1C	-5	-3	-2	3	13	1	0[16.7 µM]
Cc1noc(C)c1NC(=O)N[C@@H]1CC[C@@H](CCNC(=O)C2CC2)O[C@@H]1CO	0	-20	-5	0	-4	2	.
COc1cc(NC(=O)COC(=O)Cc2ccc(-c3ccccc3)cc2)cc(OC)c1	5	-5	.	.	.	5	.
C[C@@H]1CCCCO[C@H](CN(C)C(=O)Nc2cccc3ccccc23)[C@H](C)CN([C@@H](C)CO)C(=O)c2cc(NS(=O)(=O)c3cn(C)cn3)ccc2O1	.	0	-9	4	.	.	-5[16.7 µM]
CN(C)CCNC(=S)Nc1ccccc1C(C)(C)C	-3	5	-1	-6	3	6	0
O=C(COC(=O)c1cc(=O)[nH]c2ccccc12)Nc1ccc(Cl)c(S(=O)(=O)N2CCOCC2)c1	1	9	-2	-7	9	-3	-3
CC(C)N1CCN(Cc2nc(-c3ccccc3)cs2)CC1CCO (stereo not drawn)	.	.	1	2	-7	.	-1
Cc1cc2nnc(SCC(=O)NC3CCCCC3)n2c(N)n1	0	4	-1	-6	3	1	-7
COc1ccc(NC(=O)CCN2C(=O)c3ccccc3C2=O)cc1	-1	-3	4	-3	17	2	?

Other records
The line under a structure holds: SIRT5 inh	ARNT-TACC3 inh	Cneo AK release	esBAF inh	Statin myotox sup	ERp5 inh	miR122 inh
O=C(NCc1nnc2c(C(F)(F)F)cc(Cl)cn12)c1cccs1
→ 6	8	-2	0	5	3	5
O=C(c1cn(-c2ccccc2)nc1-c1cccnc1)N1CCCC(C(F)(F)F)C1 (stereo not drawn)
→ -2	9	-1	-4	-3	1	8
Cc1nn(C)c(C(=O)NC(=S)Nc2ccc([N+](=O)[O-])cc2)c1Cl
→ 0	-15	-1	4	-71	4	.
Cc1nn(-c2ccccc2)c2[nH]c(=O)cc(C(F)(F)F)c12
→ 76*	-6	1	2	-8	1	0
C[C@H]1CN([C@@H](C)CO)C(=O)c2cccc(NS(=O)(=O)c3ccccc3)c2O[C@@H]1CN(C)Cc1ccc2c(c1)OCO2
→ -4	-10	-3	-1	-10	5	36[16.7 µM]
CCOC(=O)C1(Cc2ccccc2)CCCN(CCCn2cccn2)C1 (stereo not drawn)
→ -2	-9	.	.	.	-3	.
C[C@@H]1CN([C@H](C)CO)C(=O)c2cc(Br)cnc2O[C@@H]1CN(C)C(=O)c1ccccn1
→ 5	-5	3	1	-6	1	-10[16.7 µM]
COc1ccc(CN2C[C@@H](CO)O[C@@H](n3cnc4c(N5CCOCC5)ncnc43)C2)cc1
→ -6	.	0	10	-5	-4	-23
CCC(=O)c1cn(CC(=O)NCc2cccnc2)c2ccccc12
→ .	5	2	-3	8	.	-9
Cc1cc(C)n(C(C)CC(=O)Nc2ccc3c(c2)OCO3)n1 (stereo not drawn)
→ -4	0	1	2	5	5	-7
C/C=C/c1ccc([C@@H]2[C@H](C#N)N(C(=O)c3cccnc3)[C@H]2CO)cc1
→ -3	-8	-4	0	-14	2	.
O/N=C/c1ccccc1OCc1ccc(Cl)cc1
→ .	-4	-2	.	.	.	-4
Nc1c(Cl)ncnc1NCCO
→ 0	-5	2	1	-2	-3	-3
O=C(Nc1ccncc1)C1CCN(S(=O)(=O)c2cccs2)CC1
→ 3	-1	.	.	.	-1	3
CCCNC(=O)Nc1ccc2c(c1)OC[C@H](C)N(CCC)C[C@@H](C)[C@H](OC)CN(C)C2=O
→ 5	-4	1	-4	-9	2	-8[16.7 µM]
CCOc1ccccc1NS(=O)(=O)c1cc2c3c(c1)C(C)C(=O)N3CCC2 (stereo not drawn)
→ 13	1	0	-7	6	0	-7
Cc1ccc(-n2nc3c(=O)n(CC(=O)NC4CCCCC4)nc(C)c3c2C)cc1
→ -5	-6	8	-2	7	4	-1
Cc1ccc(NC(=O)CC2S/C(=N/N=C/c3c[nH]c4ccccc34)NC2=O)cc1 (stereo not drawn)
→ .	-5	-6	-1	0	.	-3
CCOc1ccccc1OCCCOc1ccc(C)cc1Br
→ .	-10	-7	17	25	.	-2
CCOc1ccc(NC(=O)N2CC=C(n3c(=O)[nH]c4ccccc43)CC2)cc1
→ .	2	0	-5	-6	.	.
